Screens: PubChem BioAssay, several laboratories
NCOA2 inhibitor: human SRC2 (NCOA2) inhibition. Q15596. HEK293 GAL4-SRC2 luciferase reporter, luminescence. inhibition, % at 9 µM. 0.17% of 370,000 active. AID 651957;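 active = inhibition above the mean inhibition of all tested compounds plus 3 SD, set per campaign, cut at about 52% in these data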;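 note: 0% = DMSO treated cells and 100% = cells given Gossypol at 36 µM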
MC4R barr agon: activates human MC4R beta-arrestin recruitment; P32245; U2OS MC4R beta-arrestin complementation, luminescence; percent of melanotan II response, DMSO zero; activation, % at 8.9 µM; 0.98% of 360,000 active;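 active = activation above a per-plate cutoff, the mean activation of sample wells on that plate plus 3 SD, cut at about 8% in these data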
Cardio protect: myocardial damage modulation in H9c2 cells; H9c2 cardiomyocytes, H2O2 injury protection, ATPLite, 2 h; protection from H2O2 cell death, % at 20 µM; 0.63% of 360,000 active; AID 588492;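 active = compounds giving at least 50% protection of heart cells from peroxide-induced death in the single-dose screen, raw or plate-pattern-corrected value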;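 note: 0% = DMSO wells with peroxide and 100% = DMSO wells without peroxide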
ABCB6 inh 2: blocks the human ABCB6 transporter. K562-ABCB6 porphyrin accumulation, flow cytometry, 1 h; stronger effect = lower value. 0.19% of 360,000 active. fluorescence ratio to DMSO, % at 10 µM. Q9NP58;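 active = fluorescence ratio to DMSO below 75%, the collection mean minus 3 SD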;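 note: signal is porphyrin accumulated inside mitochondria; 100% equals median channel fluorescence of DMSO control wells; lower ratio means ABCB6 inhibition with less porphyrin fluorescence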
ABHD5 PLIN5 PPI: ABHD5-PLIN5 protein interaction inhibition | inhibition, % at 4 µM | 0.78% of 360,000 active | AID 602281 | Split G. princeps luciferase complementation, luminescence, 4 h | Q00G26+Q8WTS1;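 active = inhibition above the mean inhibition across every tested compound plus 3 SD, cut at about 22% in these data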;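 note: 0% = DMSO only wells and the 100% control is not disclosed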
Target sequence (Q00G26 whole entry, looked up): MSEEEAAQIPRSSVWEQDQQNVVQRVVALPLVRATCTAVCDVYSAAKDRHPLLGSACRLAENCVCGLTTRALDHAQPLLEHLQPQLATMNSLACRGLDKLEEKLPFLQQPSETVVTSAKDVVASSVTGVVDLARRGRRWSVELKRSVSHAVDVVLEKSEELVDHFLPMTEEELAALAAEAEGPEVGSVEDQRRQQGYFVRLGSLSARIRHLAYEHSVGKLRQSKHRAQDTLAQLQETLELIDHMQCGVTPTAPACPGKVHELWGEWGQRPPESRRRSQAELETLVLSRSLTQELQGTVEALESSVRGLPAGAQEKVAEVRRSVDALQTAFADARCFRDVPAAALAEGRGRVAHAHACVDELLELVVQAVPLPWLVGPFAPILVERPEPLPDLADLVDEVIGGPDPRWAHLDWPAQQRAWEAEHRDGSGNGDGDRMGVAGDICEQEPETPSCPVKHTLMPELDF
Target sequence (Q8WTS1 whole entry, looked up): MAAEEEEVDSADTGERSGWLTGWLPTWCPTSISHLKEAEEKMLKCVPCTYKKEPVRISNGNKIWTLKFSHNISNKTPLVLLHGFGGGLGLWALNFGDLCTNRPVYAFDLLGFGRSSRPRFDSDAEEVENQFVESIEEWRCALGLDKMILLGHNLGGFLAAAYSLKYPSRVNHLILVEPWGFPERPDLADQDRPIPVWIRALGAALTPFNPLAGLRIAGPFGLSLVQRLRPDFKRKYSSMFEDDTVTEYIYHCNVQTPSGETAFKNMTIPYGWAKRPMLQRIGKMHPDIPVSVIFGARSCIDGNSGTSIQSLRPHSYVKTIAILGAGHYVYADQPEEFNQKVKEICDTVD
NOD2-RIPK2 inh: blocks binding of human NOD2 to RIPK2; CHO BLA complementation NOD2-RIPK2, CCF4 ratio; inhibition, % at 4.98 µM; 0.38% of 360,000 active; AID 624267; in the data active = inhibition above about 21%;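 note: 0% = vehicle only and 100% = reference blocker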
m5-HT2A agonist: agonists of mouse serotonin 5-HT2A receptor (HTR2A); P35363; AID 624169; 0.66% of 360,000 active; activation, % at 7.6 µM; CHO-K1 mHTR2A beta-arrestin complementation, luminescence; percent of 30 µM serotonin response;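 active = activation above a run cutoff, the mean activation of all tested compounds plus 3 SD, cut at about 14% in these data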;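 note: 0% = plate median of compound wells and 100% = 30 µM serotonin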
N-glyco inh: N-linked glycosylation inhibition; D54 ERlucT glycosylation luciferase reporter, 24 h; percent of 100 nM tunicamycin response; reporter increase, % at 12.5 µM; 0.23% of 360,000 active; AID 588692;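 active = mean luciferase reporter signal, scaled so untreated is 0 and the glycosylation-blocking control 100, at or above a set limit in every replicate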;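 note: luciferase carries N-glycosylation sites so blocking glycosylation raises the light; 0% = median of neutral control wells and 100% = median of 100 nM tunicamycin wells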
MC4R antag cAMP: human MC4R antagonism in cAMP assay | P32245 | MC4R-expressing cells, MTII-stimulated cAMP, LANCE TR-FRET | inhibition, % at 6.5 µM | 0.48% of 360,000 active;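 active = inhibition above its plate's cutoff, the mean of tested wells on that plate plus 3 SD, cut at about 29% in these data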;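 note: 0% = Melanotan II alone and 100% = Melanotan II plus saturating MCL0020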
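Assay system: U2OS-MC4R stable cell line; Also added: Melanotan II; Technique: Eu-cAMP/anti-cAMP TR-FRET, emission 671 nm; Times: 30-min compound, 1-h challenge, 1-h detection, room temperature.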
TLR9-MyD88 inh: inhibitors of human TLR9-MyD88 binding; Q9NR96+Q99836; CHO BLA complementation TLR9-MyD88, CCF4 FRET ratio; inhibition, % at 4.98 µM; 0.21% of 340,000 active; AID 504734;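 active = inhibition above the mean over all tested compounds plus 3 SD, cut at about 21% in these data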;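 note: 0% = DMSO only wells and 100% = clavulanate BLA inhibitor control wells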
The depositor's hits bear a star; · = not tested or not shown. These rows are one share of the data, so the mix of outcomes need not match the whole.

Compound	NCOA2 inhibitor	MC4R barr agon	Cardio protect	ABCB6 inh 2	ABHD5 PLIN5 PPI	NOD2-RIPK2 inh	m5-HT2A agonist	N-glyco inh	MC4R antag cAMP	TLR9-MyD88 inh
Cc1ccc(-c2nc(-c3ccncc3)no2)cc1Cl	-12	0.1	5	97	0	-2	-4	-3	9	-10
COC(=O)CNc1nc(Cl)nc(Nc2ccc(C)cc2)n1	-3	-1.8	0	104	5	-9	-1	4	12	2
COC(=O)c1n[nH]n(-c2ccc(F)c(Cl)c2)c1=O	-16	-0.1	-10	92	-4	-1	1	1	8	·
O=c1[nH]ncc2c3ccccc3n(Cc3ccccc3F)c12	-10	1.8	4	114	0	3	-1	0	1	-3
Cc1ccccc1CSCC(=O)Nc1ccccc1Br	-12	0.8	-1	109	-3	-1	-2	0	14	8
CCN1CCN(c2ccc(S(=O)(=O)N3CCCCC3)cc2N)CC1	19	0.3	-4	96	-3	1	1	-3	9	6
Cc1[nH]c2ccc(F)cc2c1CCN(Cc1cccnc1)C(=S)Nc1ccc(F)cc1	-13	-2.7	8	94	-3	-1	-8	-3	3	-6
COc1ccc(S(=O)(=O)/C(C#N)=C/Nc2cccc(OC)c2)cc1	13	0.6	-6	97	-1	-3	0	0	3	-3
Cc1cc(=O)oc2cc(NC(=O)C(C)Oc3ccc(F)cc3)ccc12 (stereo not given)	16	-1.6	-3	104	6	-3	-3	-1	-5	-2
O=C(COc1ccccc1)Nc1nc2c(s1)CCCC2	-33	-2.8	-7	97	-4	-2	-4	-9	10	-1
O=C1CC(c2ccccc2)c2ccc(O)cc2O1 (stereo not given)	-7	1.7	10	102	-1	5	-2	2	6	-12
CN(C)CCNc1cc(-c2ccncc2)nc2ccccc12	-30	-1.6	1	106	-4	2	0	10	15	-14
COc1ccc(CCNC(=O)c2ccc(Cl)c(S(=O)(=O)N(C)c3ccccc3)c2)cc1	14	-3.1	-5	93	-4	3	-4	-7	11	-6
Cc1ccc(NC(=O)c2sc3ncn(CC(=O)N4CCOCC4)c(=O)c3c2C)c(Br)c1	-23	-4.1	-3	99	-6	3	1	-1	2	4
Cc1cc(C)c(NC(=O)CSCc2nc3sc(C)c(C)c3c(=O)[nH]2)c(Cl)c1	0	0.9	14	133	5	0	11	0	13	-3
Cc1ccc(S(=O)(=O)NNC(=S)Nc2ccc(Cl)cc2)cc1	10	-3.9	-5	102	-13	1	-1	1	3	8
CCOC(=O)/C(C#N)=C/c1ccc(OCC(=O)Nc2cc(C)ccc2C)c(OC)c1	13	-1.6	-6	93	-2	7	5	0	-3	4
N#C/C(=C1/C(=O)Nc2ccc(Br)cc21)c1ccccn1	-4	-1.9	-4	103	-10	1	-1	-1	-22	-5
COc1ccc(OC)c(C(=O)COC(=O)c2c(OC)cccc2OC)c1	-17	-0.5	12	98	1	6	-2	0	2	3
O=C1C(c2c(O)[nH]c3ccccc23)=Nc2ccccc21	-3	5.5	-16	106	-8	-4	-2	-1	7	-1
COc1ccc(C(=O)N/N=C/c2cccnc2)cc1	-47	1.1	-9	101	-6	-3	5	0	21	-3
C[C@@]1([C@@H](NC(=O)c2cccs2)c2ccc(-c3ccccc3)cc2)C[C@H]1C1CCCCC1	-28	-0.4	-6	95	6	-11	3	-2	-2	-4
CCOC(=O)C1(Cc2cccc(OC)c2)CCCN(S(=O)(=O)CC)C1 (stereo not given)	1	0.6	-1	97	1	-12	2	1	5	5
Cc1ccc(SCc2noc(C(=O)NC(C)C)c2C(=O)O)cc1C	-16	-1.4	-2	100	-3	-7	0	1	3	4
COc1ccccc1C1=NOC(C)(c2nnc(-c3cccc(Cl)c3)o2)C1 (stereo not given)	10	2.5	-8	96	3	11	9	3	10	7
CCN(C(=O)CN1CCc2ccccc21)c1c(N)n(Cc2ccccc2)c(=O)[nH]c1=O	10	-4.3	4	100	-6	-4	4	0	-5	4
OC(COCc1ccccc1)CN1CCN(Cc2ccc3c(c2)OCO3)CC1 (stereo not given)	8	-2.5	-1	92	-3	-14	-1	1	6	-3
CN(C)S(=O)(=O)c1cccc(NC(=O)c2sccc2-c2ccccc2)c1	-22	-4.6	4	96	-7	-2	0	-2	4	0
COc1cc(OC)c(-c2oc3ccccc3c(=O)c2O)c(OC)c1	-2	-0.6	-4	105	-2	4	-2	17	4	2
CCOC(=O)CSc1nc2sc3c(c2c(=O)n1-c1ccccc1)CCN(C)C3	-12	-0.3	22	99	11	1	0	-2	0	13
Cc1cc2c(cn1)C(CCC#N)(CCC#N)c1ccccc1-2	-22	-1.6	13	86	2	0	-1	6	1	17
CCOc1ccc(NC(=O)CSc2n[nH]c(N)n2)c([N+](=O)[O-])c1	9	1.0	-3	96	1	10	1	-1	-3	-2
O=C(Nc1nnc(-c2ccccc2Cl)o1)c1nc2ccccc2s1	-38	-1.7	32	95	-6	1	1	0	3	-3
CCCCc1c(-c2ccccc2OC)ncn1CCc1ccccc1OC	4	·	·	109	12	-5	-4	·	·	·
COC(=O)C[C@H](NC(=O)Cn1cnc2c(SC)nc(N)nc21)C(=O)OC	5	3.2	2	97	3	-11	5	0	3	-10
COc1ccc([C@H]2C[C@H](O)[C@@H](n3cc(C4CC4)nn3)CN2Cc2cccs2)cc1	7	2.2	2	99	-4	-13	4	0	6	2
O=C(CSc1n[nH]c(-c2cccs2)n1)N1CCN(S(=O)(=O)c2ccc3ccccc3c2)CC1	-19	0.3	1	105	-6	-8	1	-1	12	-7
NS(=O)(=O)c1cc2c(cc1Cl)NC(C1C[C@H]3C=C[C@@H]1C3)NS2(=O)=O (stereo not given in full)	-10	-0.7	-14	91	8	-19	3	2	7	5
C=CCSc1ncccc1C(=O)NCCc1ccccc1	-13	0.6	-3	97	-2	-22	0	1	-7	1
COc1ccccc1N(C)S(=O)(=O)c1ccc(C(=O)Nc2ccc(C(N)=O)cc2)cc1	-8	-3.0	3	97	-3	-11	-4	-1	20	1
CCN1CCN(c2ccc(S(=O)(=O)N3CCOCC3)cc2NC(=O)/C=C/c2ccc([N+](=O)[O-])cc2)CC1	-13	0.0	-22	96	10	4	-7	-11	8	2
CC(=O)c1ccc2c(c1)OCCOCCOCCO2	-32	-1.4	2	102	-6	0	-5	2	16	1
CCOc1ccc(S(=O)(=O)N2CCCCC2)cc1NC(=O)C1COc2ccccc2O1 (stereo not given)	28	-0.6	-3	93	4	-8	-1	-5	0	-9
COc1ccccc1C(=O)OCc1ccc2sc(C)nc2c1	-4	-0.3	2	92	-2	7	0	2	1	6
COc1cccc(CNc2ccc([N+](=O)[O-])cc2C)c1	-6	-0.4	-19	92	-1	0	-7	2	-7	-4
O=C(CN1CCC(C(=O)c2ccc3c(c2)OCCO3)CC1)NCc1ccccc1	9	-2.0	-2	95	-3	-1	1	-2	4	9
O=C(NOCc1cscn1)Nc1ccccc1	-7	-3.4	-1	99	3	3	3	-1	6	-7
CCCOC1CCCN(C(=O)c2cc(COc3ccc(F)c(F)c3)on2)C1 (stereo not given)	-31	1.0	2	97	4	-10	2	-1	5	-8
O=C(/C=C/c1ccc2ccccc2n1)N1CCN(S(=O)(=O)c2ccc(F)cc2)CC1	21	-2.0	5	98	7	-3	2	-7	9	7
Cc1ccc(SCC(=O)Nc2cccc(C)c2)cc1	6	-2.4	-10	103	5	-9	5	0	-1	-8

Later entries:
Compound	NCOA2 inhibitor	MC4R barr agon	Cardio protect	ABCB6 inh 2	ABHD5 PLIN5 PPI	NOD2-RIPK2 inh	m5-HT2A agonist	N-glyco inh	MC4R antag cAMP	TLR9-MyD88 inh
CCc1nccn1CCC(=O)N1CCCC(N2CCN(c3ccccc3F)CC2)C1 (stereo not given)	17	-2.3	1	95	3	-10	-7	1	5	-6
Clc1ccc(-c2ccnc(Oc3ccc4ccccc4c3)n2)cc1	-39	0.6	-17	98	-3	-4	-3	1	3	-3
COc1cccc(C(=O)N2CCN(C3CCC(c4ccccc4)CC3)CC2)c1OC (stereo not given)	-16	1.3	-20	100	8	3	-7	-3	3	3
Cc1ccc(S(=O)(=O)N(C)C)cc1NC(=O)c1ccccc1Br	11	-1.4	-2	102	-1	-35	0	3	2	-10
COc1ccc([N+](=O)[O-])cc1NC(=O)C(C)Sc1nc(C)c(C)c(C)n1 (stereo not given)	-10	-1.3	-7	103	1	1	-4	0	14	0
O=C(Oc1cccc2c(=O)[nH]ccc12)c1ccccc1	6	-3.0	80*	99	1	-13	-4	-2	-2	0
Cc1cc(Br)cn2c(Cc3ccccc3C(F)(F)F)c(-c3ccccc3)nc12	-23	·	·	126	-3	-10	-3	·	·	·
CC1CCCCC1NS(=O)(=O)c1ccc2c(c1)CCC(=O)N2 (stereo not given)	1	-1.1	6	98	-1	3	2	1	0	-1
CCOc1cccc(NC(=O)CSc2sc3c(O)cc(=O)[nH]c3c2C#N)c1	-17	1.7	0	98	-4	0	2	5	0	3
Cc1ccc(C(=O)OCC(=O)NCC2CCCO2)c(C)c1 (stereo not given)	10	3.4	-1	94	-5	5	1	0	19	-5
CNC(=O)/C(C#N)=C/c1ccc(OCCOc2ccccc2)cc1	-8	-0.5	-5	100	-1	-13	-4	3	4	-6
CC1(C)OC(=O)C2=C(C[C@@H](CCc3ccccc3)O[C@H]2C2CCCC2)O1	14	·	·	101	-7	-7	-6	·	·	·
COc1cccc(CNC(=O)CCS(=O)(=O)c2ccc3c(c2)NC(=O)C(C)S3)c1 (stereo not given)	-8	1.5	-3	106	9	-16	5	-2	5	14
COc1ccc(OC)c2[nH]c(=O)c(CCNC(=O)C(C)(C)C)cc12	-2	2.2	2	100	-3	-8	-1	3	15	-10
CCCCn1nc(NC(=O)COC)c2cc3ccc(C)cc3nc21	·	1.9	-4	101	-2	-3	5	2	3	5
CCCCCN(C(=O)CCC(=O)OCc1cccc(Cl)c1)c1c(N)n(CCCC)c(=O)[nH]c1=O	-1	-0.6	2	99	-10	-7	-4	2	5	0
O=C(Nc1ccccc1)c1nc[nH]c1C(=O)NCCCNC(=O)c1[nH]cnc1C(=O)Nc1ccccc1	5	-2.1	47	91	-3	-2	-2	0	11	-3
C/C(=N\NC(N)=O)c1ccccc1	-6	-2.2	4	101	2	-4	2	2	9	-1
COc1ccc(O)c(C(=O)c2cnn(S(=O)(=O)c3ccc(C)cc3)c2)c1	40	-1.4	4	101	-10	5	1	-5	1	-1
Cc1nn(CCc2nn[nH]n2)c2nc(C(F)(F)F)cc(C(F)(F)F)c12	-19	0.1	4	100	2	-11	-1	0	6	-1
